Screening data deposited in PubChem BioAssay by National Center for Advancing Translational Sciences (NCATS).
Vif-A3F inh: qHTS for Inhibitors of Vif-A3F Interactions: qHTS | HeLa A3F-eYFP + Vif (tagged APOBEC3F with the HIV-1 protein that degrades it), YFP fluorescence increase | Potency, µM (top dose mostly 46.1 µM), inactives show at the top dose activity, negative = active | 390,000 compounds, 0.2% hits | AID 602313, 2012; also: potency is read from the fitted curve at half-maximal effect; % of control where 0% means no effect; nearly all actives have a fitted effect of over 65% in size
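Fluorescence increase (Ex 488/Em 500-530) after overnight compound treatment at 37 deg C flags inhibition of Vif-driven A3F-eYFP loss in stable HeLa A3F-eYFP/Vif cells seeded overnight beforehand.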
D2 PAM: HTS Assay for Positive Allosteric Modulators of the Human D2 Dopamine Receptor: Primary Screen for Potentiators; HEK293 T-REx D2, calcium flux, EC20 dopamine potentiation; potentiation, % at 10 µM; 340,000 compounds, 0.34% hits; AID 485347, 2010;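 active = potentiation over 3 SD above the plate norm, cut at about 30% in these data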; also: 0% is about no effect
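Using a no-wash calcium dye in inducible, force-coupled HEK293 Trex cells expressing D2, we tracked fluorescence each second for 180 s after compound, then for 180 s after EC20 dopamine to detect augmented signalling.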
D1 PAM: Potentiators of Human D1 Dopamine Receptor: qHTS. D(1A) dopamine receptor (Homo sapiens), P21728. HEK293 TREx D1 cells, calcium flux, dopamine EC20 potentiation. potentiation, % at 10 µM. 360,000 compounds, 0.036% hits; in the data active = potentiation above about 30%; also: 0% is about no effect
GRP78 ERSR act: qHTS for Inducers of the Endoplasmic Reticulum Stress Response (ERSR) in Human Glioma: qHTS | Potency, µM, for inactives: at the top dose activation, actives largely listed as activators | AID 602332, 2012 | U87-MG GRP78 promoter luciferase reporter, 16 h | 420,000 compounds, 0.02% hits; also: potency is read from the fitted curve at half-maximal effect; series mostly up to about 76 µM; % of control where 0% means no effect; nearly all actives have a fitted effect of over 35% in size
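Stably transfected U87-MG human glioma cells carrying a GRP78-based luminescent sensor were seeded at 1000 cells/well, pin-dosed with compounds and incubated 16 h. Luciferase reagent was then added, and end-point luminescence was read after 10 min at room temperature.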
D1 ag: Allosteric Agonists of the Human D1 Dopamine Receptor: qHTS; HEK293 T-REx D1 cells, calcium flux, agonist mode; D(1A) dopamine receptor (Homo sapiens), P21728; 360,000 compounds, 1% hits; AID 504660, 2011; activation, % at 2 µM; in the data active = activation above about 30%; also: 0% is about no effect
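Inducible HEK293 T-REx D1 cells, force-coupled to calcium signalling, were plated at 4000 cells/well with tetracycline and held overnight at 30 C. After no-wash calcium dye loading, compound-evoked calcium rise over 180 s flagged agonists.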
D1 antag: Antagonist of Human D 1 Dopamine Receptor: qHTS | 360,000 compounds, 3.2% hits | D(1A) dopamine receptor (Homo sapiens), P21728 | activity change, negative = inhibition, % at 10 µM | HEK293 TREx D1 cells, calcium flux, dopamine EC80; stronger effect = lower value | AID 504652, 2011; in the data active = activity change below about -30%; also: % is scaled to controls: 0 for no effect and ±100 for the full control effect
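Tetracycline-induced HEK293 Trex D1 cells, force-coupled to calcium, dye-loaded; compounds added and read 180 s, then EC80 dopamine added and calcium flux tracked kinetically another 180 s.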
RXFP1 antag: qHTS Assay for Antagonists of the Relaxin Receptor RXFP1; Relaxin receptor 1 (Homo sapiens), Q9HBX9; HEK293-RXFP1, relaxin-stimulated cAMP HTRF, 30 min; stronger effect = lower value; activity change, negative = inhibition, % at 57.5 µM; 350,000 compounds, 0.59% hits;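 active = activity change of -60% or lower, but not beyond a set lower limit; inconclusive = change between -60% and -40%, or beyond the set limit; inactive = change above -40%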; also: % is scaled to controls: 0 for no effect and ±100 for the full control effect
Target sequence (Q9HBX9 whole entry, looked up): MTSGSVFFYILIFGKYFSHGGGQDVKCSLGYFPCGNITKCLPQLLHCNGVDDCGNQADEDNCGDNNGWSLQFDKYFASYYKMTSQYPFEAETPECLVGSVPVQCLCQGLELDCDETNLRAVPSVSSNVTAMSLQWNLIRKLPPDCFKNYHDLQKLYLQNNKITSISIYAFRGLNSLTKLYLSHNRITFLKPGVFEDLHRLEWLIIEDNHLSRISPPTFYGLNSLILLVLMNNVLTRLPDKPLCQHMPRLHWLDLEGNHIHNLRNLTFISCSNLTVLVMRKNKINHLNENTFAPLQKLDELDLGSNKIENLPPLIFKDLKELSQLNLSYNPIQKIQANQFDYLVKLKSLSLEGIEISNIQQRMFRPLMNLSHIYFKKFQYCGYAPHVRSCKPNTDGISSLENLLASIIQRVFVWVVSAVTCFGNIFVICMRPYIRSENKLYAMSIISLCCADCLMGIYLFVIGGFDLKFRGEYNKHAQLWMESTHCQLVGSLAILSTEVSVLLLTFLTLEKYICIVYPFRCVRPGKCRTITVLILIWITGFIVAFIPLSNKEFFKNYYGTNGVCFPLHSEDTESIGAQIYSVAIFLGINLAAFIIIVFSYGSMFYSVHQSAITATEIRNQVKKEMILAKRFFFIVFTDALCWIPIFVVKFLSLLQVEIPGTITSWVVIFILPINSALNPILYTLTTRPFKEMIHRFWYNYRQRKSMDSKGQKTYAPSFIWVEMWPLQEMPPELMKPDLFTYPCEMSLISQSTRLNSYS
RXFP1 agonist: qHTS Assay for Agonists of the Relaxin Receptor RXFP1. Relaxin receptor 1 (Homo sapiens), Q9HBX9. HEK293T-RXFP1 cAMP TR-FRET, 30 min; response scale: percent of porcine relaxin response, buffer zero. Potency, µM (titrated, usually from 57.5 µM), without a hit: at the top dose activation, hits mostly activators. 370,000 compounds, 0.3% hits. AID 2676, 2010; also: potency is read from the fitted curve at half-maximal effect; % is scaled to controls: 0 for no effect and ±100 for the full control effect; nearly all actives have a fitted effect of over 60% in size; many of its hits are not listed in these tables
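HEK293 cells stably expressing RXFP1, treated 30 min at 37C with compounds plus PDE4 inhibitor Ro 20174; cAMP measured by HTRF TR-FRET. Normalized to buffer and 29 nM porcine relaxin; EC50 by Hill fit.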
Vif-A3G inh: qHTS for Inhibitors of Vif-A3G Interactions: qHTS. Potency, µM (titrated, usually from 46.1 µM), for the others: at the highest dose activity, negative = active, actives largely listed as inhibitors. AID 602310, 2012. 410,000 compounds, 0.076% hits. DNA dC->dU-editing enzyme APOBEC-3G (Homo sapiens), Q9HC16. HeLa A3G-eYFP + Vif (tagged APOBEC3G with the HIV-1 protein that degrades it), YFP fluorescence, overnight;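 also: potency is read from the fitted curve at half-maximal effect; % is scaled to controls: 0 for no effect and ±100 for the full control effect; nearly all actives have a fitted effect of over 60% in size; hits raise eYFP signal because A3G escapes Vif-driven loss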
Target sequence (Q9HC16 whole entry, looked up): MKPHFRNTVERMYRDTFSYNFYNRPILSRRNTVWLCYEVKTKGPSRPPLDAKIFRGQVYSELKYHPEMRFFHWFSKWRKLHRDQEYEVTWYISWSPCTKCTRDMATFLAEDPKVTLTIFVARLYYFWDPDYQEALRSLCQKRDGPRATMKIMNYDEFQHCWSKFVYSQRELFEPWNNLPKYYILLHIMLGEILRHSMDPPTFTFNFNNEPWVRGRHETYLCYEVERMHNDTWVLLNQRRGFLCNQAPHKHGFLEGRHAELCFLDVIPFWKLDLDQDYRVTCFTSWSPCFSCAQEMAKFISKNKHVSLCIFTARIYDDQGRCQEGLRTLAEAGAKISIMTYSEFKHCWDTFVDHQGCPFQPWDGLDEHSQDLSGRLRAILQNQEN
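HeLa cells stably expressing Vif and C-terminally eYFP-tagged A3G, seeded overnight at 37 deg C, then exposed to compound by pintool overnight at 37 deg C. Rise in yellow fluorescence (Ex 488/Em 500-530, Acumen) marks blocked Vif-driven A3G degradation.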
Numbers without * were called inactive; u = inconclusive; x = no result given. Unless noted, calls follow the shape of the dose curve; as a rule, active = well fitted curve in the direction sought with a large enough effect; inconclusive = small, poorly fitted or top-dose-only effect, or another doubt; inactive = no such curve, though single readings can be large; an effect the other way counts as inactive or inconclusive. The list is partial; the hit share may differ from the screen's.

SMILES | Vif-A3F inh | D2 PAM | D1 PAM | GRP78 ERSR act | D1 ag | D1 antag | RXFP1 antag | RXFP1 agonist | Vif-A3G inh
NC(=O)COC(=O)c1ccc2noc(-c3ccccc3)c2c1 | 5% | 12 | 2 | 1% | 12 | 2 | -2 | -1.0% | 1%
Fc1ccc(C(c2nnnn2Cc2cccs2)N2CCN(C3CCCCC3)CC2)cc1 (stereo not drawn) | -11% | -19 | 6 | -4% | 8 | 2 | -6 | -0.1% | 1%
Cc1[nH]n(-c2ccccc2)c(=O)c1N=Nc1ccccc1C(=O)O | 4% | 4 | 5 | 6% | 0 | 5 | -1 | -0.2% | 3%
CC1(C)CC(Cc2ccc(C(=O)c3ccccc3)cc2)N(C(=O)OC(C)(C)C)N1 (stereo not drawn) | -1% | x | x | -2% | x | x | 4 | x | -1%
COCCn1c(C)cc(O)c(C(c2ccccc2)N2CCN(C)CC2)c1=O (stereo not drawn) | 10% | -9 | 3 | -2% | 0 | 4 | -1 | 5.2% | -5%
CC1CCC(NC(=O)CN2C(=O)C3CCCN3c3ncc(Cl)cc32)CC1 (stereo not drawn) | x | -18 | -3 | x | -1 | -23 | x | 1.6% | x
CC(C)(C)C(=O)Nc1nnc(CC(=O)NCc2ccccc2)s1 | 16% | 1 | 1 | -5% | 0 | 14 | -1 | 1.5% | 10%
Cc1ccc(-n2nnnc2CSc2nnc(-c3ccc(O)cc3)o2)cc1 | -14% | 2 | -5 | -2% | 13 | -6 | -4 | -1.7% | -10%
Cc1nc(-c2ccc(Cl)cc2)sc1C1(C)CC(c2cccc(F)c2)=NO1 (stereo not drawn) | -6% | -1 | 6 | 4% | 0 | 14 | x | -3.7% | 3%
CC(C)(C)c1ccc(OCCCC(=O)NNC(=O)c2ccccc2O)cc1 | 2% | 20 | -7 | -5% | 15 | -10 | -23 | 0.5% | -1%
Cc1nc2ccc(S(=O)(=O)N3CCCCC3)cc2s1 | 20% | 5 | 4 | -1% | 2 | -7 | 2 | 0.6% | 3%
CC(=O)Nc1sc(C)c(C)c1C(=O)OCC(=O)NCc1ccccc1 | 5% | 8 | -4 | -1% | -1 | -25 | 5 | 6.1% | 0%
CCc1noc(C)c1C(=O)OCC(=O)N(CC)c1c(N)n(Cc2ccccc2)c(=O)[nH]c1=O | 3% | -2 | 3 | -4% | 2 | 25 | -14 | 2.1% | 0%
CCCn1c(N)c(Sc2ccccc2)c(=O)n(CCC)c1=O | 3% | -8 | -2 | -3% | 2 | 0 | 9 | 1.1% | -5%
N#CC1=CN(Cc2ccccc2)C=C(/C=N/Nc2ccccc2)C1 | u | 6 | -2 | 4% | 4 | 17 | -15 | 2.3% | u
Cc1[nH]c2ccccc2c1CCNS(=O)(=O)c1ccc(S(N)(=O)=O)cc1 | 7% | -16 | -2 | -4% | 0 | 1 | 5 | -0.8% | -1%
CCCN(CCC)S(=O)(=O)c1ccc(NC(=O)Cc2cccs2)cc1 | 2% | -3 | 1 | -3% | 12 | -13 | 2 | -0.9% | 0%
CCCCOc1cccc(NC(=O)c2cccc(C(=O)Nc3cccc(OCCCC)c3)c2)c1 | 0% | 6 | 0 | 1% | 5 | 8 | 0 | -1.6% | 0%
Nc1c(O)ccc2c1C(=O)c1ccccc1C2=O | 7% | -3 | -1 | -6% | 2 | -4 | -80* | -8.1% | 2%
Brc1cccc(/C=N/Nc2nc(N3CCCCC3)nc(N3CCCCC3)n2)c1 | x | 4 | 0 | x | 0 | 0 | x | 2.0% | x
CCOC(=O)C1=C(COC(=O)c2cccs2)NC(=O)NC1C (stereo not drawn) | 5% | -13 | -7 | 0% | 3 | -6 | -11 | -0.1% | 1%
CCOC(=O)C(C)Oc1cccc2c(=O)n(CC(=O)NCc3ccc(F)cc3)ccc12 (stereo not drawn) | -25% | x | 1 | -6% | 0 | 5 | 2 | 1.0% | u
COc1cc2nc(SCc3c(C)noc3C)n(CCC3=CCCCC3)c(=O)c2cc1OC | 5% | -1 | -6 | -2% | 3 | 4 | -1 | 3.6% | -15%
CCCCn1c(N)c(N(CC(C)C)C(=O)c2ccc(N3C(=O)CCC3=O)cc2)c(=O)[nH]c1=O | -1% | 1 | 2 | -4% | 3 | 1 | 4 | -1.4% | 1%
C[C@@H]1C(=O)O[C@H]2[C@H]1CC[C@@]1(C)C(=O)C=C[C@@](C)(O)[C@H]21 | 0% | -5 | -8 | -4% | 2 | -18 | x | 0.0% | 3%
COc1ccccc1NC(=O)N1CCCC1C(=O)NCc1ccccc1 (stereo not drawn) | 1% | 4 | -7 | -6% | 0 | 4 | 0 | 1.9% | 0%
C=CCn1c(C)cc(C(=O)COC(=O)COc2ccccc2C#N)c1C | -2% | 1 | -1 | -3% | 2 | -17 | 1 | 1.7% | 0%
Cc1cccc(OCC(=O)Nc2nnc(S(=O)(=O)N3CCCCC3)s2)c1 | 2% | 10 | -5 | -1% | 1 | 6 | 5 | 6.8% | 0%
COCCn1c(C)cc(C2=NNC(=Nc3ccccc3F)SC2)c1C | -10% | 6 | 0 | -14% | 0 | -4 | 0 | 0.9% | 2%
O=C(CC1SC(N2CCCCC2)=NC1=O)Nc1cccc(C(=O)N2CCCC(C(F)(F)F)C2)c1 (stereo not drawn) | 0% | x | x | -4% | x | x | -17 | x | -10%
COc1ccccc1OCCCN1C(=O)C(=O)c2cccc(C)c21 | -1% | -3 | 0 | 3% | 6 | 2 | 3 | 0.5% | -7%
O=C(NC(=S)NC1CCCCCCCCCCC1)c1cccnc1 | 0% | -7 | -2 | -6% | 3 | -14 | -4 | 1.7% | 0%
O=S(=O)(/N=S1/CC=CCN1S(=O)(=O)c1ccccc1)c1ccccc1 (stereo not drawn) | -6% | x | 4 | -10% | 23 | -3 | -72* | -0.7% | -19%
CCN(C(=O)CN1C(=O)/C(=C/c2ccc(F)cc2)SC1=S)C1CCS(=O)(=O)C1 (stereo not drawn) | -7% | 5 | 8 | -4% | 1 | 7 | 5 | -1.2% | -2%
CCOC(=O)c1c(NC(C)=O)c2c3c(sc2n1Cc1nc(-c2cccc(C)c2)oc1C)CCCC3 | x | 2 | 2 | x | 0 | -3 | -6 | -0.6% | x
CCOC(=O)COn1c(-n2nc(C)cc2C)nc2ccccc2c1=O | -3% | -8 | -1 | 1% | 1 | 4 | -9 | 3.2% | 0%
O=C(NCc1cccc(Cl)c1)c1cc2c(s1)-c1ccccc1OC2 | -1% | -19 | -8 | -2% | 4 | -50* | x | 5.3% | -115%
Cc1ccc(C(=O)N/C(=C/c2cccc([N+](=O)[O-])c2)C(=O)NCC2CCCO2)cc1 (stereo not drawn) | 1% | -6 | -8 | 0% | 1 | 9 | -5 | -0.2% | -5%
CCN1/C(=C\C=C2\C(=O)N(C)C(=S)N2C)Sc2ccccc21 | 13% | 7 | 2 | 3% | 3 | -6 | 2 | 3.7% | 0%
CC(C)(C)N1CC(C(=O)Nc2cccc(Cl)c2Cl)CC1=O (stereo not drawn) | -6% | -1 | -3 | -8% | 1 | -8 | 6 | 1.3% | -1%
O=C(NCc1ccc2c(c1)OCO2)c1cc2ncc(Br)cn2n1 | -14% | -1 | 9 | 1% | 1 | -2 | -15 | 1.6% | -3%
C=CCC1NS(=O)(=O)OC2CCCC12 (stereo not drawn) | 1% | -3 | 1 | -4% | 3 | -15 | x | 0.5% | 4%
Cc1cccc2nc(CSc3nc4ccccc4[nH]3)cn12 | 16% | -9 | -1 | 4% | 0 | -8 | 12 | 2.6% | 1%
CC(CCc1ccc(O)cc1)NC1C2CC3CC(C2)CC1C3 (stereo not drawn) | 0% | -24 | -8 | -5% | 5 | 3 | -4 | 1.9% | -3%
O=C(CSc1nc(-c2ccccc2)[nH]c1-c1ccccc1)Nc1ccc2c(c1)OCCO2 | 3% | -13 | 0 | -2% | 1 | -2 | -6 | -1.1% | 1%

Part of the list above in order of SMILES length, descending.
SMILES | Vif-A3F inh | D2 PAM | D1 PAM | GRP78 ERSR act | D1 ag | D1 antag | RXFP1 antag | RXFP1 agonist | Vif-A3G inh
CCOC(=O)COn1c(-n2nc(C)cc2C)nc2ccccc2c1=O | -3% | -8 | -1 | 1% | 1 | 4 | -9 | 3.2% | 0%
O=C(NCc1ccc2c(c1)OCO2)c1cc2ncc(Br)cn2n1 | -14% | -1 | 9 | 1% | 1 | -2 | -15 | 1.6% | -3%
Cc1cccc2nc(CSc3nc4ccccc4[nH]3)cn12 | 16% | -9 | -1 | 4% | 0 | -8 | 12 | 2.6% | 1%

Next results.
SMILES | Vif-A3F inh | D2 PAM | D1 PAM | GRP78 ERSR act | D1 ag | D1 antag | RXFP1 antag | RXFP1 agonist | Vif-A3G inh
COc1ccc(C(=O)N2CCCC(Nc3ccc(F)cc3)C2)cc1F (stereo not drawn) | 4% | -12 | -1 | -5% | 0 | 7 | -4 | 2.1% | 2%
CCOC(=O)c1cc(C(=O)OCC)c(=O)[nH]c1C | -4% | 12 | -8 | -2% | 3 | -11 | 1 | 0.7% | 0%
CCOc1cc(/C=N\Nc2nc(-c3ccc(C)cc3)c(NC(C)=O)s2)ccc1O | -9% | 3 | 0 | -2% | 1 | 5 | -16 | 2.2% | 1%
COc1cc(NC(=O)c2ccccc2)c(OC)cc1NC(=O)Cc1cccs1 | -16% | 4 | -2 | -1% | 1 | 7 | -18 | -2.3% | -1%
O=C(N/N=C/c1ccc(Br)s1)c1cccs1 | u | -10 | -4 | 4% | 1 | 19 | -22 | 0.2% | -18%
O=C(COC(=O)c1cc([N+](=O)[O-])ccc1N1CCOCC1)c1ccc(OC(F)F)cc1OC(F)F | -26% | -7 | -3 | 0% | 5 | -5 | -13 | 0.4% | -3%
